Assay outcomes as filed in PubChem BioAssay.
GAA glycogen: alters human alpha-glucosidase cleavage of glycogen | AID 2100 | recombinant GAA, glycogen substrate, Amplex Red glucose oxidase fluorescence | P10253 | hit rate 0.38% among 300,000 | Potency, µM (series often up to 76.4 µM), for the others: at the highest dose activity change, negative = inhibition, most hits filed as inhibitors; active means well fitted inhibition curve with a large enough effect; inconclusive means small, poorly fitted or top-dose-only effect, or another doubt; inactive means no such curve, though single readings can be large or run the other way;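 further: 0% = full enzyme reaction and -100% = no-enzyme basal signal; the screen sought inhibitors and activators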
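Recombinant human enzyme (4 nM); glycogen substrate; 37 C, 40 min, pH 5.0. Readout: coupled glucose oxidase/Amplex Red fluorescence.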
The depositor's hits bear a star; [ ] = dose if it differs, or a comment. Potency means the concentration at half of the fitted maximal effect. This is a subset. The share of hits here may be higher or lower than overall.

Screening CC(=O)Nc1ccc(SCCCC(=O)c2ccccc2)cc1 returned GAA glycogen 3%[76.3 µM].
COc1cccc(OC(=O)CSc2nnc(-c3cccs3)o2)c1 was read as GAA glycogen 0%[76.3 µM].
O=C1COc2ccc(-c3cc(-c4ccc(F)cc4)c4c(n3)-c3ccccc3OC4)cc2N1 was read as GAA glycogen 12%[76.3 µM].
Screening Cc1cc(Cl)c2oc(C(=O)N3CCC(O)(c4ccccc4)CC3)c(C)c2c1 returned GAA glycogen 4%[76.3 µM].
`Cc1ccc(-c2nc(-c3ccncc3)no2)cc1` gave GAA glycogen 9%.
Screening Cc1oc(-c2ccc(Cl)cc2)nc1CSCC(=O)NC1CCN(Cc2ccccc2)CC1 returned GAA glycogen 0%[76.3 µM].
`CCOc1ccccc1NC(=O)c1c(NC(=O)C(C)Oc2cccc(Cl)c2)sc2c1CCCCC2` (stereo not given) gave GAA glycogen -7%[76.3 µM].
Screening CCOC(=O)C1CCCN(c2nc3c(S(=O)(=O)c4ccc(CC)cc4)nnn3c3ccc(Cl)cc23)C1 (stereo not given) returned GAA glycogen 0%[76.3 µM].
Screening Cc1c(CC(=O)O)c(=O)oc2c(C)c(OCc3ccc(F)cc3Cl)ccc12 returned GAA glycogen 0%.
CCOc1ccc(S(=O)(=O)NC(Cc2c[nH]c3ccccc23)C(=O)O)cc1 (stereo not given) was read as GAA glycogen 1%.
Screening Cc1ccc(S(=O)(=O)c2nnn3c2nc(N2CCCCC2)c2sccc23)cc1 returned GAA glycogen -12%[76.3 µM].
Cc1cccc(C)c1OCc1nnc(SCC(=O)Nc2ccc(N3CCOCC3)cc2)o1 was read as GAA glycogen 0%.
Screening O=C(c1sccc1-c1ccccc1)N1CCN(S(=O)(=O)c2ccccc2)CC1 returned GAA glycogen 1%[76.3 µM].
For CCN1CCN(C(=O)c2ccc(CS(=O)Cc3ccc(C)cc3)o2)CC1 (stereo not given) the results were GAA glycogen 8%[76.3 µM].
For c1ccc(CCCN2CCN(c3ccccn3)CC2)cc1 the results were GAA glycogen -11%[76.3 µM].
Screening COc1ccccc1N(CC(=O)NC1CCCC1)C(=O)CCC(=O)Nc1ccccn1 returned GAA glycogen -2%.
For Cc1ccc(C)c(NC2=C(c3ccc(C(F)(F)F)cc3)C(=O)c3ccccc32)c1 the results were GAA glycogen 8%[76.3 µM].
For CC1CN(C(=O)c2ccc(NS(=O)(=O)c3ccc(C(C)(C)C)cc3)cc2)CC(C)O1 (stereo not given) the results were GAA glycogen -5%[76.3 µM].
`COc1ccc(CCNC(=O)N[C@@H](Cc2ccccc2)C(=O)O)cc1` gave GAA glycogen 8%.
For COCCNC(=O)CCCN1C(=O)c2ccccc2Sc2ncccc21 the results were GAA glycogen 0%.
`CN(C)c1ccc(-c2nnc3n(Cc4ccccc4)c(=O)c4ccccc4n23)cc1` gave GAA glycogen -1%[76.3 µM].
Screening COc1ccc(CCNC(=O)C(=O)NCC2OCCN2C(=O)c2ccc(Cl)cc2)cc1OC (stereo not given) returned GAA glycogen 4%[76.3 µM].
Screening Oc1ccc(C2Nc3cccc4cccc(c34)N2)cc1 returned GAA glycogen inconclusive.
Screening Cc1ccc(CNC(=O)C2CCN(S(=O)(=O)c3ccc4nc5c(c(C(=O)O)c4c3)CC(C)CC5)CC2)cc1 (stereo not given) returned GAA glycogen -29%[76.3 µM].
For O=C(Nc1ccc2[nH]c(=O)[nH]c2c1)c1cccc([N+](=O)[O-])c1 the results were GAA glycogen 1%[76.3 µM].
`CSc1ncc(Cl)c(C(=O)Nc2c(C(=O)c3ccc(C)c(F)c3)oc3ccccc23)n1` gave GAA glycogen -6%[76.3 µM].
For O=C(N/N=C/c1ccc2c(c1)OCO2)c1ccn(Cc2ccc(Cl)cc2)n1 the results were GAA glycogen -2%[76.3 µM].
Screening CC(C)CCN1CCNC(=O)C1CC(=O)NCCCN1CCOCC1 (stereo not given) returned GAA glycogen 4%[76.3 µM].
For CCN1CCN(c2cc(C)c3cc(NC(=S)N(C)Cc4ccccc4)ccc3n2)CC1 the results were GAA glycogen inconclusive.
CC(C)(C)NC(=O)c1ccc(NC(=O)c2ccccc2-c2ccccc2C(=O)O)cc1 was read as GAA glycogen 18%[76.3 µM].
Screening COc1ccc(OCCCCN(C)Cc2ccccc2)cc1 returned GAA glycogen 1%[76.3 µM].
`CCOC(=O)C(NC(=O)C1C(C)N1S(=O)(=O)c1ccc(C)cc1)C(=O)OCC` (stereo not given) gave GAA glycogen -11%[76.3 µM].
CN(c1ccc(C(=O)Nc2cccnc2)cc1)S(=O)(=O)c1ccc(Cl)cc1 was read as GAA glycogen 4%[76.3 µM].
For O=C(O)c1nc(Cl)c(Cl)c(N/N=C/c2ccccc2C(F)(F)F)c1Cl the results were GAA glycogen 1%.
Screening O=C1/C(=C\c2cc(Br)cc(Br)c2O)SC(=S)N1Cc1ccccc1 returned GAA glycogen 2%.
`COc1ccc(S(=O)(=O)N2CCN(Cc3cccc(OC)c3OC)CC2)cc1` gave GAA glycogen -8%[76.3 µM].
Cc1ccccc1NC(=O)CSc1nc2c(c(=O)n(C)c(=O)n2C)n1Cc1ccccc1F was read as GAA glycogen 18%[76.3 µM].
Screening Cc1ccc(CCC(=O)NCc2ccccc2)o1 returned GAA glycogen 2%[76.3 µM].
CC(C)n1c(SCC(=O)Nc2nncs2)nnc1C1CC1 was read as GAA glycogen -7%[76.3 µM].
Screening COc1cc(C#N)ccc1OC(=O)Cc1cc(OC)c(OC)c(OC)c1 returned GAA glycogen 2%.
Screening COCCNC(=O)CCn1c(=O)c2cc(OC)c(OC)cc2n(CC(=O)Nc2ccccc2C)c1=O returned GAA glycogen -8%[76.3 µM].
For CSc1cccc(NC(=S)NC(=O)c2cccnc2)c1 the results were GAA glycogen 16%[76.3 µM].
For CCCCc1ccc(NC(=S)N2CCN(C)CC2)cc1 the results were GAA glycogen -1%[76.3 µM].
Screening Cc1cc(C)c2oc(-c3cccc(NC(=O)c4ccc(Br)o4)c3)nc2c1 returned GAA glycogen -1%[76.3 µM].
`COc1ccc(C(=O)c2c(N)c(C(=O)Nc3cccc(OC)c3)c3ccccn23)cc1` gave GAA glycogen 15%[76.3 µM].
CC1=C(C(=O)Nc2cc(Cl)ccc2C)C2(CCCCC2)OC1=O was read as GAA glycogen -16%[76.3 µM].
`CCNC(=O)c1ccccc1NC(=O)C1CC(=O)N(C(C)C)C1` (stereo not given) gave GAA glycogen -9%[76.3 µM].
For Cc1cccc(CCNC(=O)CCc2c(C)nc3c(c(C)nn3-c3ccccc3)c2C)c1 the results were GAA glycogen 13%[76.3 µM].
Screening COc1ccccc1N1CCN(C(=O)Cn2ncc3c(=O)oc4ccccc4c32)CC1 returned GAA glycogen 15%[76.3 µM].
`O=C(Nc1ccc(C(=O)N2CCCC2)cc1)c1ccc(F)cc1Cl` gave GAA glycogen -5%[76.3 µM].
`COc1ccc(NC(=O)c2ccccc2NC(=O)c2ccco2)cc1` gave GAA glycogen 2%.
For Clc1ccccc1Cn1cccc1C1=NC(Cc2ccccc2)CO1 (stereo not given) the results were GAA glycogen 10%[76.3 µM].
O=C(CCc1nnc2ccc(NCc3ccco3)nn12)N1CCCCC1 was read as GAA glycogen -3%[76.3 µM].
For CN1CCN(S(=O)(=O)c2ccc(Br)c3ccccc23)CC1 the results were GAA glycogen 5%[76.3 µM].
CC(=O)N1CCc2cc(S(=O)(=O)NC(C)c3ccccc3)ccc21 (stereo not given) was read as GAA glycogen 3%[76.3 µM].
Cc1ccc(NC(=O)C2CCC(N3C(=O)C4CCCCC4C3=O)CC2)cc1 (stereo not given) was read as GAA glycogen -5%.
For CSc1ccccc1NC(=O)CSc1nnc(CNC(=O)c2ccccc2F)n1C the results were GAA glycogen -3%.
O=C(Nc1ccc(C(F)(F)F)cc1)C1CCCN(c2cnccn2)C1 (stereo not given) was read as GAA glycogen -3%[76.3 µM].
`COc1cccc(-c2ccc(NC(=O)C3CCCN(CCCn4cccn4)C3)cc2)c1` (stereo not given) gave GAA glycogen 0%[76.3 µM].
`Cc1ccc(N(C)C2=NC(=O)CS2)cc1Cl` gave GAA glycogen 13%[76.3 µM].
For COc1ccc(NC(=O)C(Cc2ccccc2)NS(=O)(=O)c2ccc3c(c2)CCN3C(C)=O)cc1 (stereo not given) the results were GAA glycogen -11%[76.3 µM].
Cc1noc(C)c1CSCC(=O)Nc1nc2ccccc2s1 was read as GAA glycogen 0%[76.3 µM].
Screening COc1ccc(C2CC(c3cccs3)=NN2C(=O)CCC(=O)O)cc1 (stereo not given) returned GAA glycogen 19%[76.3 µM].
CCCCCn1c(CCNC(=O)c2ccc(F)cc2)nc2ccccc21 was read as GAA glycogen -9%[76.3 µM].
For CCC(=O)Nc1ccc(NC(=O)c2oc3ccccc3c2C)cc1 the results were GAA glycogen -13%[76.3 µM].
`CCOc1ccccc1-c1noc(CSc2nnc(-c3ccccc3)n2-c2ccc(OC)cc2)n1` gave GAA glycogen 13%[76.3 µM].
For CCC(C)[C@@H]1NC(=O)N(CCCN2CCCC2=O)C1=O (stereo not given in full) the results were GAA glycogen 3%.
Screening Cc1ccc(C)c(CSc2nc3ccncc3n2CC(=O)Nc2ccc(N(C)C)cc2)c1 returned GAA glycogen 18%[76.3 µM].
For CCOc1ccc(NC(=O)c2ncn(-c3ccccc3)n2)cc1 the results were GAA glycogen -2%[76.3 µM].
`Cc1ccc(NC(=O)CN(C)Cc2c(O)ccc3ccccc23)cc1` gave GAA glycogen -3%[76.3 µM].
`N#C/C(=C\c1ccc(Cl)cc1)c1nc2ccccc2[nH]1` gave GAA glycogen -1%[76.3 µM].
For O=C(O)c1cccc(Nc2nc(-c3ccc([N+](=O)[O-])cc3)nc3ccccc23)c1 the results were GAA glycogen -7%.

Some of these compounds in order of molecular weight, low to high.
For CCC(C)[C@@H]1NC(=O)N(CCCN2CCCC2=O)C1=O (stereo not given in full) the results were GAA glycogen 3%.
`Cc1ccc(NC(=O)CN(C)Cc2c(O)ccc3ccccc23)cc1` gave GAA glycogen -3%[76.3 µM].
`CCOc1ccccc1-c1noc(CSc2nnc(-c3ccccc3)n2-c2ccc(OC)cc2)n1` gave GAA glycogen 13%[76.3 µM].

Fetched by structure from the list above:
Screening CC(=O)Nc1ccc(SCCCC(=O)c2ccccc2)cc1 returned GAA glycogen 3%[76.3 µM].
For c1ccc(CCCN2CCN(c3ccccn3)CC2)cc1 the results were GAA glycogen -11%[76.3 µM].
`Cc1ccc(NC(=O)CN(C)Cc2c(O)ccc3ccccc23)cc1` gave GAA glycogen -3%[76.3 µM].
Screening O=C1/C(=C\c2cc(Br)cc(Br)c2O)SC(=S)N1Cc1ccccc1 returned GAA glycogen 2%.
For O=C(N/N=C/c1ccc2c(c1)OCO2)c1ccn(Cc2ccc(Cl)cc2)n1 the results were GAA glycogen -2%[76.3 µM].

Later entries
Screening O=C(CCc1nnc2ccc(NCc3ccccc3Cl)nn12)NCC1CCN(C2CCCC2)C1 (stereo not given) returned GAA glycogen 4%[76.3 µM].
`O=C(Nc1ccc2c(c1)OCCO2)C1CCCN1C(=O)Nc1ccc(F)cc1` (stereo not given) gave GAA glycogen -9%[76.3 µM].
For O=C(Nc1ccccc1C(=O)Nc1ccccc1)c1ccccc1F the results were GAA glycogen 2%.
Screening Cc1ccc(OCC(=O)Nc2ccc3c(c2)C(=O)NC3=O)c(C)c1 returned GAA glycogen -6%[76.3 µM].
Screening CCCn1ncc(CN2CCC(n3nccc3NC(=O)c3ccccc3OC)CC2)c1C returned GAA glycogen -5%[76.3 µM].
Cc1ccc([N+](=O)[O-])cc1NC(=O)CN(C)CCOc1ccccc1 was read as GAA glycogen -11%.
`Cc1ccc(CN(C(=O)c2csnn2)C(C(=O)NC2CCCC2)c2cccnc2)cc1` (stereo not given) gave GAA glycogen 2%[76.3 µM].
For COc1cccc(-n2c(-c3cccc(F)c3)nc3c(cnn3-c3ccc(C)cc3)c2=O)c1 the results were GAA glycogen 2%[76.3 µM].
For CC(C)c1ccc(S(=O)(=O)Nc2ccc(O)c(Sc3nc4ccccc4s3)c2)cc1 the results were GAA glycogen inconclusive.
CC(NCc1cccs1)C(=O)Nc1cc(Cl)cc(Cl)c1 (stereo not given) was read as GAA glycogen 6%.
`CCOC(=O)N1CCN(C(=O)c2ccc3c(Cl)c4c(nc3c2)CCCC4)CC1` gave GAA glycogen -21%[76.3 µM].
CCOc1ccc(NC(=O)CC2C(=O)N(c3ccc(OC)cc3)C(=O)N2CCC2=CCCCC2)cc1 (stereo not given) was read as GAA glycogen -13%[76.3 µM].
`CCCCn1c(=O)c2oc3ccccc3c2n(CC(=O)Nc2ccccc2OC)c1=O` gave GAA glycogen -9%[76.3 µM].
For CSc1ccccc1NC(=O)c1cc(-c2ccco2)on1 the results were GAA glycogen 1%[76.3 µM].
For Cc1noc(/C=C/c2cccs2)c1S(=O)(=O)N1CCC(C(=O)NCc2ccc(Cl)cc2)CC1 the results were GAA glycogen -1%[76.3 µM].
For COc1ccc(N(C(=O)c2snc(C(N)=O)c2N)C(C(=O)NCC2CCCO2)c2ccc(C)o2)cc1OC (stereo not given) the results were GAA glycogen -20%.

A section from the list above, for reference:
`CCCCn1c(=O)c2oc3ccccc3c2n(CC(=O)Nc2ccccc2OC)c1=O` gave GAA glycogen -9%[76.3 µM].
For CSc1ccccc1NC(=O)c1cc(-c2ccco2)on1 the results were GAA glycogen 1%[76.3 µM].
For Cc1noc(/C=C/c2cccs2)c1S(=O)(=O)N1CCC(C(=O)NCc2ccc(Cl)cc2)CC1 the results were GAA glycogen -1%[76.3 µM].
For COc1ccc(N(C(=O)c2snc(C(N)=O)c2N)C(C(=O)NCC2CCCO2)c2ccc(C)o2)cc1OC (stereo not given) the results were GAA glycogen -20%.
